procasp3 activ = procaspase-3 (human) activation; recombinant procaspase-3 D3A, Ac-DEVD-pNA absorbance 405 nm; activation, % at 8.5 µM; 330,000 compounds, 0.11% hits; AID 463141;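 active = activation above the mean of all tested compounds plus 3 SD, cut at about 21% in these data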;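 note: 0% = DMSO alone and 100% = DMSO wells spiked with extra 5 µM PC-3 D3A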
Target sequence (P42574 whole entry D9A/D28A/D175A): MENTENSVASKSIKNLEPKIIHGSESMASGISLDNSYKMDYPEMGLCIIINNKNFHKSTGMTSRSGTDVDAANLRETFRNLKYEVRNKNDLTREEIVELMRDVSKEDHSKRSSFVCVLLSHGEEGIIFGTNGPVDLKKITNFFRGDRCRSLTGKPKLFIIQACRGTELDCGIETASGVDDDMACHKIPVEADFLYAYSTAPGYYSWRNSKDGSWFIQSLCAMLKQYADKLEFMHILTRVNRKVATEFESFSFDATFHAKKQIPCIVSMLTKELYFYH
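material = Procaspase-3 D3A mutant | probe or stimulus = Ac-DEVD-pNA | compound = single dose, 8.5 µM nominal compound, 0.8% DMSO | timing = 1 h preincubation, 2 h reaction | measured by = 405 nm absorbance of p-nitroaniline, reads at 0 and 120 min | benchmarks = DMSO-only low control, 5 µM PC-3 D3A high control | repeats = singlicate, each compound tested once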
AHR act = human AHR activation | AID 2796 | AHR-responsive luciferase reporter cells, luminescence | activation, % at 5 µM | 320,000 compounds, 2.5% hits | P35869; in the data active = activation above about 47%;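 note: 0% = vehicle wells and 100% = reference agonist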
Fh CTSL1 inh = cathepsin L1 inhibition, PFM18AAP counter-screen. recombinant F. hepatica cathepsin L1, Z-Leu-Arg-MCA fluorescence. inhibition, % at 5.96 µM. 300,000 compounds, 0.49% hits. AID 1906;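 active = inhibition above the mean of all tested compounds plus 3 SD, set per screening campaign, cut at about 17% in these data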;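 note: 0% = plate median of test compound wells and 100% = 1 µM Z-Phe-Ala-diazomethylketone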
PAFAH2 inh = PAFAH2 (human) inhibition; recombinant PAFAH2, FP-rhodamine activity probe, fluorescence polarization; inhibition, % at 3.39 µM; 340,000 compounds, 0.99% hits;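 active = inhibition above the mean over all tested compounds plus 3 SD, cut at about 30% in these data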;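 note: inhibitors block probe labeling of enzyme so polarization drops; 0% = enzyme with DMSO and 100% = wells lacking PAFAH2 protein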
core dimer inh = blocks dimerization of HCV core protein | 300,000 compounds, 0.33% hits | TR-FRET GST/Flag-core106 dimerization, 1536-well | AID 1899 | inhibition, % at 5 µM;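 active = inhibition above the mean of all tested compounds plus 3 SD, set per screening campaign, cut at about 45% in these data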
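Test system: GST/Flag-tagged HCV core106 proteins; Medium: KF-containing HEPES buffer, pH 7.45, DTT, CHAPS, BSA; Times: compound-protein-antibody incubation 4 h at 22.5 °C; Detection: TR-FRET 671 and 617 nm emission; Benchmarks: wells lacking GST-core106 and wells with excess unlabelled core106.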
PP5 inh = PP5 (human) phosphatase inhibition; 320,000 compounds, 0.18% hits; purified PP5c, OMFP substrate fluorescence; AID 1987; inhibition, % at 6.7 µM;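 active = inhibition above the campaign's mean inhibition across all tested compounds plus 3 SD, cut at about 9.5% in these data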;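 note: 0% = DMSO only and 100% = 100 µM cantharidin control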
Target sequence (P53041 whole entry, looked up): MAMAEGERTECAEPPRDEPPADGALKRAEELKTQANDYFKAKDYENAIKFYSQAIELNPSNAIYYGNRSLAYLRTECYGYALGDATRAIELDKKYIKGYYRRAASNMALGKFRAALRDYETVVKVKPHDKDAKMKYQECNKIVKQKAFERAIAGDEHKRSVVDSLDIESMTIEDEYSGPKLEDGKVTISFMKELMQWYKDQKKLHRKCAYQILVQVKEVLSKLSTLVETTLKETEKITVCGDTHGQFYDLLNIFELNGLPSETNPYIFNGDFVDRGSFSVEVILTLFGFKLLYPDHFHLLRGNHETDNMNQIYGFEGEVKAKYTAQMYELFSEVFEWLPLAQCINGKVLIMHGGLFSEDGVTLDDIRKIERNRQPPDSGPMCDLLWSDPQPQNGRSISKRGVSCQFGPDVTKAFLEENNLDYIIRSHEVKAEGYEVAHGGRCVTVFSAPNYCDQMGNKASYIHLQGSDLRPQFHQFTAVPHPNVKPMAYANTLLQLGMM
TPT1 inh = C. albicans TPT1 enzyme inhibition; recombinant caTPT1, FP RNA substrate dephosphorylation; inhibition, % at 5 µM; 300,000 compounds, 0.81% hits; AID 1962;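 active = inhibition above the mean of all tested compounds plus 3 SD, set per screening campaign, cut at about 24% in these data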;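 note: plate controls were DMSO alone for no effect and ferristatin control at 100 nM for full effect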
PP1 inh = PP1-alpha (human) inhibition in PP5 counter-screen | purified PP1alpha, OMFP fluorescence | inhibition, % at 6.7 µM | 320,000 compounds, 0.9% hits | AID 2235;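 active = inhibition above the mean inhibition of all tested compounds plus 3 SD, computed separately for each screening campaign, cut at about 15% in these data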
proCasp7 act = activates human procaspase-7, counter-screen for procaspase-3 activators; P55210; recombinant procaspase-7, Ac-DEVD-pNA absorbance 405 nm; D23A/D198A/D206A triple mutant, cannot self-cleave; scale: DMSO 0, 5 µM enzyme 100; activation, % at 8.5 µM; 330,000 compounds, 0.093% hits;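 active = percent activation above the screen-wide mean plus 3 SD, cut at about 25% in these data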
Target sequence (P55210 whole entry D23A/D198A/D206A): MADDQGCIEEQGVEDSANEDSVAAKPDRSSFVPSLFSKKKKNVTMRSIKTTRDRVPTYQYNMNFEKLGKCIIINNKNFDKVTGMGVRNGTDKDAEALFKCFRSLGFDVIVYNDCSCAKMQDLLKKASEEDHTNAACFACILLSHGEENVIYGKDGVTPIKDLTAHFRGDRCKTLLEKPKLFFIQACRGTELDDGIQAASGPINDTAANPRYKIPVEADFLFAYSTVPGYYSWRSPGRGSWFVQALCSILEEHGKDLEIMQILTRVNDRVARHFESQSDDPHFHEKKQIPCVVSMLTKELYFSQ
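buffer or medium = Zinc-free HEPES/NaCl buffer, pH 7.4 | material = Procaspase-7 triple mutant (PC-7 D3A) | input = 2 µM procaspase-7 mutant as dispensed | signal = Epi-absorbance of released pNA at 405 nm, two timepoints | timing = 1 h preincubation, 2 h reaction | replicates = singlicate compound testing | evaluation = % activation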
Numbers without * were called inactive; / = no result given.

SMILES | procasp3 activ | AHR act | Fh CTSL1 inh | PAFAH2 inh | core dimer inh | PP5 inh | TPT1 inh | PP1 inh | proCasp7 act
CCOC(=O)c1ccc(S(=O)(=O)N2CCN(CC(O)COc3ccc(C#N)cc3)CC2)cc1 (stereo unspecified) | 2 | 1 | -1 | 7 | 7 | 1.1 | 1 | -1 | -1
O=C(Nn1c(C2CCCCC2)nc2ccccc2c1=O)c1ccc([N+](=O)[O-])cc1Cl | 4 | 2 | 0 | 6 | 12 | 0.7 | 2 | 17* | -3
COc1ccc(CN(C)C(=O)C2CCN(C(=O)Nc3ccccc3)CC2)cc1OC | 9 | -1 | / | 4 | / | -0.8 | / | -3 | 6
CCCC(C(=O)NC1CCCCC1)N(Cc1ccco1)C(=O)CNS(=O)(=O)c1ccccc1 (stereo unspecified) | -1 | 0 | 1 | 12 | 6 | -0.9 | -7 | 0 | 3
CCOC(=O)N1CCC(Nc2c(-c3ccc(C)c(C)c3)c(=O)c2=O)CC1 | 9 | 8 | 1 | -4 | 4 | -0.2 | 0 | -2 | 2
Cc1cc(OCC(=O)Nc2c(C)n(C)n(-c3ccccc3)c2=O)ccc1[N+](=O)[O-] | 4 | 0 | 3 | 1 | -4 | 0.9 | -1 | 0 | -6
O=C(Nc1ccccn1)c1ccc([N+](=O)[O-])o1 | 1 | -1 | 0 | 9 | -8 | 1.9 | 0 | -3 | 4
CC[C@@]1(C(=O)OC)N[C@H](CN(C)S(=O)(=O)c2ccc(-c3ccccc3)cc2)[C@@H]2C(=O)N(C)C(=O)[C@@H]21 | -2 | 0 | / | 2 | / | / | / | / | 15
O=C(CSc1nc(-c2ccc(F)cc2)cs1)NCCN1C(=O)CSC1=O | 0 | -2 | 2 | -5 | -3 | 0.8 | 0 | -1 | -1
O=C(NCCCCCCCCCNC(=O)C(F)(F)F)C(F)(F)F | -3 | -4 | -2 | 2 | 0 | 2.7 | 1 | -3 | 7
O=C(CSc1ncn[nH]1)Nc1ccccc1-c1ccccc1 | -3 | 1 | 4 | -2 | -8 | -0.8 | -5 | -2 | -8
CC1(c2nnc(-c3ccc(F)cc3)o2)CC(c2ccc([N+](=O)[O-])cc2)=NO1 (stereo unspecified) | -1 | 2 | -3 | 1 | -8 | 2.3 | -2 | 2 | 5
COCC(=O)NC(C)c1nc2ccccc2[nH]1 (stereo unspecified) | 2 | 11 | 1 | -8 | -2 | 1.2 | -3 | -1 | -2
CSc1cccc(NC(=O)c2ccc(NC3=NC4CS(=O)(=O)CC4S3)cc2)c1 (stereo unspecified) | -6 | 4 | -1 | 3 | -3 | 0.4 | 1 | -2 | 8
O=C(Cn1nnc(-c2ccccc2)n1)NCc1cccs1 | -1 | -1 | -4 | 0 | 3 | 1.0 | 0 | 2 | 1

Whole records, quoted from the list.
Entry for `COc1ccc(CN(C)C(=O)C2CCN(C(=O)Nc3ccccc3)CC2)cc1OC` → procasp3 activ = 9; AHR act = -1; Fh CTSL1 inh = /; PAFAH2 inh = 4; core dimer inh = /; PP5 inh = -0.8; TPT1 inh = /; PP1 inh = -3; proCasp7 act = 6
Entry for `CSc1cccc(NC(=O)c2ccc(NC3=NC4CS(=O)(=O)CC4S3)cc2)c1` (stereo unspecified) → procasp3 activ = -6; AHR act = 4; Fh CTSL1 inh = -1; PAFAH2 inh = 3; core dimer inh = -3; PP5 inh = 0.4; TPT1 inh = 1; PP1 inh = -2; proCasp7 act = 8

(further entries)
SMILES | procasp3 activ | AHR act | Fh CTSL1 inh | PAFAH2 inh | core dimer inh | PP5 inh | TPT1 inh | PP1 inh | proCasp7 act
O=C(CCC1CCCCC1)Nc1ccc(S(=O)(=O)Nc2nccs2)cc1 | -2 | 0 | 2 | 23 | 4 | 3.7 | -4 | -1 | 2
Cc1nnc(SCC(=O)Nc2ncc3c(n2)CC(C)(C)CC3=O)s1 | -5 | 0 | 1 | -5 | -4 | 2.9 | 1 | 5 | -7
CCN(CC)CCNC(=O)CN1C(=O)COc2ccc(S(=O)(=O)N3CCOCC3)cc21 | 2 | -3 | -3 | 1 | 1 | 0.6 | -1 | -6 | 8
O=C(Cn1cnc(Cl)c1Cl)c1ccccc1 | 15 | -1 | 2 | -12 | 2 | -0.3 | 0 | -2 | 11
COc1ccc(NC(=O)CN(C)C(=O)CCNS(=O)(=O)c2ccc(Br)cc2)cc1 | 7 | 2 | -2 | -4 | 2 | 0.6 | -2 | 2 | 2
O=C(Oc1nsnc1N1CCOCC1)N1CCCCC1 | -11 | 0 | 1 | 8 | 1 | -0.7 | 2 | 1 | -5
CCOC(=O)[C@H]1[C@H]2COc3cc(OC)ccc3[C@@H]2N2C(=O)c3cc(C)ccc3NC(=O)[C@@]12C | 4 | -2 | -1 | -12 | 8 | 4.2 | -4 | 2 | -10
CCOP(=O)(OCC)C(NC(=O)Nc1ccc(Cl)c(Cl)c1)c1ccccc1 (stereo unspecified) | -3 | 9 | 3 | -17 | 5 | 4.1 | 2 | 4 | -4
CC(C)Oc1ccc(/C=C(\C#N)C(=O)NC2CC2)cc1 | -1 | -1 | 0 | -1 | 0 | 1.0 | 3 | -3 | 3
COc1ccc(-c2nnn(CC(=O)Nc3sc4c(c3C#N)CCCC4)n2)cc1 | -2 | 4 | 9 | -11 | 21 | 1.2 | -3 | 1 | -11
C=CCN(C(=O)c1csnn1)C(C(=O)NC1CCCC1)c1ccccc1F (stereo unspecified) | -4 | -2 | 1 | 1 | 0 | -1.0 | 3 | -3 | 0
O=C(COC(=O)C1CCCCC1)Nc1ccc([N+](=O)[O-])cc1 | 5 | 1 | 8 | 60* | -1 | 0.7 | -1 | -1 | 6
O=S(=O)(CCN1CCOCC1)c1ccc(Cl)cc1 | -3 | 0 | -1 | 7 | 8 | 1.4 | 1 | 2 | 11
CCc1ccccc1Nc1nc(N)nc(CSc2nnnn2C)n1 | 3 | 8 | 7 | -4 | -6 | -2.0 | -1 | 6 | 6
Oc1ccc(C2=NNC(c3ccc(O)cc3)=NN2)cc1 | 1 | 0 | -3 | -3 | -1 | -0.4 | -5 | 1 | 9

Some of these compounds in order of length of the SMILES, low to high.
SMILES | procasp3 activ | AHR act | Fh CTSL1 inh | PAFAH2 inh | core dimer inh | PP5 inh | TPT1 inh | PP1 inh | proCasp7 act
O=C(Cn1cnc(Cl)c1Cl)c1ccccc1 | 15 | -1 | 2 | -12 | 2 | -0.3 | 0 | -2 | 11
O=C(NCCCCCCCCCNC(=O)C(F)(F)F)C(F)(F)F | -3 | -4 | -2 | 2 | 0 | 2.7 | 1 | -3 | 7
O=C(CSc1nc(-c2ccc(F)cc2)cs1)NCCN1C(=O)CSC1=O | 0 | -2 | 2 | -5 | -3 | 0.8 | 0 | -1 | -1

The list continues.
SMILES | procasp3 activ | AHR act | Fh CTSL1 inh | PAFAH2 inh | core dimer inh | PP5 inh | TPT1 inh | PP1 inh | proCasp7 act
Cn1cnnc1SCC(=O)Nc1ccc(Br)cc1F | -2 | -1 | 2 | 4 | -1 | 3.4 | 0 | -1 | -2
COc1nc(N/N=C/c2cc3c(cc2Br)OCO3)nc(N2CCOCC2)n1 | 7 | 26 | 3 | 9 | 6 | -1.7 | 2 | -2 | -1
Cc1cc(C)c(S(=O)(=O)N2CCOC2CNC(=O)C(=O)NCc2ccncc2)c(C)c1 (stereo unspecified) | 3 | 4 | -1 | 2 | -4 | 2.4 | -5 | -3 | 2
COc1ccc([C@H]2CC(=O)C=C(c3ccc(OC)c(OC)c3)C2)cc1 | 9 | 4 | / | 1 | / | 0.0 | / | 2 | 0
O=C(NNC(=S)NC1CCCCC1)c1ccc(Cl)s1 | -7 | 9 | -1 | 8 | 4 | 1.2 | -1 | -4 | -9
O=C(CN1CCN(c2ccccc2)CC1)Nc1ccccc1Sc1ccccc1 | 2 | 1 | -1 | -4 | 6 | 0.7 | -2 | 1 | 4
Cn1c(N)c(C(=O)Nc2c(Cl)cccc2Cl)sc1=S | 3 | -6 | 7 | -4 | -2 | 1.0 | -1 | -2 | -3
CN(C)CCCN(C(=O)c1ccc(S(=O)(=O)N2CCCCCC2)cc1)c1nc2c(F)cccc2s1 | 5 | 0 | 3 | 1 | -6 | 3.4 | -5 | 0 | 9
CCOC(=O)C1(c2ccccc2)NC(c2ccccc2C)C2C(=O)N(c3ccc4c(c3)OCO4)C(=O)C21 (stereo unspecified) | 0 | 0 | -2 | 2 | 21 | 3.2 | 0 | 4 | 5
CCOc1ccc2c(c1)nc(SCC(=O)c1cccs1)n2C | -23 | 38 | 3 | 1 | 8 | -1.3 | -2 | -1 | -14
COc1cc2c(cc1OC)CN(C(=O)CCNC(=O)c1ccccc1Cl)CC2 | -3 | 0 | / | -3 | / | / | / | / | 9
O=C(CCc1nc2ccccc2c(=O)[nH]1)Nc1nnc(SCc2ccccc2F)s1 | 5 | 13 | / | -3 | / | -0.5 | / | -3 | 7
O=Cc1ccc(OCC(=O)Nc2ccccc2-c2ccccc2)cc1 | -8 | -1 | -2 | 2 | 8 | 2.9 | -1 | 0 | 11
COc1ccc(-n2c(SCC#N)nc3ccccc3c2=O)cc1 | -2 | -1 | 7 | 5 | 5 | -0.9 | -2 | -2 | 5
COc1cccc2cccc(/C=N/n3cnnc3)c12 | -2 | 7 | 2 | 3 | -7 | -0.2 | -5 | 2 | -4
CCOC(=O)c1sc2nc(C)nc(SCC(=O)N(CC)C3CCS(=O)(=O)C3)c2c1C (stereo unspecified) | -1 | 0 | 2 | 4 | -12 | 0.6 | 5 | -3 | 1
O=C1CSC(c2cn(-c3ccccc3)nc2-c2cc3ccccc3o2)N1Cc1ccccc1 (stereo unspecified) | -1 | 24 | -4 | -4 | 14 | -0.6 | 2 | -10 | 2
COc1cc(/C=N/NC(=S)NCC2CCCO2)cc(OC)c1OC (stereo unspecified) | -9 | 28 | 3 | 13 | -2 | 1.6 | 7 | -1 | -8
COc1ccccc1NC(=O)C(C)OC(=O)CCNS(=O)(=O)c1ccc(C)c(C)c1 (stereo unspecified) | 9 | 0 | -17 | -7 | -8 | 1.1 | -4 | -8 | -2
Cc1c(C)c2c(c(C)c1O)CCC(C)(C(=O)O)O2 (stereo unspecified) | 2 | -1 | -4 | 1 | -8 | 2.9 | 1 | -7 | 11
CCc1ccc(NC(=O)C2CCN(S(=O)(=O)c3c(C)[nH]c(=O)[nH]c3=O)CC2)cc1 | -6 | 0 | -3 | -6 | -4 | 0.7 | -3 | -1 | -5
O=C(COC(=O)C1CC(=O)N(CCc2ccccc2)C1)c1ccc[nH]1 (stereo unspecified) | 2 | 0 | / | 4 | / | -0.5 | / | -2 | 7
CCC(=O)Nc1ccc2c(c1)nc(CCN1CCC(C)CC1)n2C | -3 | -1 | -15 | -3 | 12 | -2.0 | -3 | -2 | 8
COc1ccc(NC(=O)C2CCCCC2)cc1S(=O)(=O)N1CCOCC1 | 6 | -2 | / | 1 | / | / | / | / | -5
O=C(NCC1CCCO1)C(c1cccs1)N(Cc1ccccc1)C(=O)c1ccc(-c2ccccc2)[nH]1 (stereo unspecified) | -1 | 0 | -2 | 1 | 4 | 4.2 | 1 | 4 | 1
O=C(Nc1ccon1)c1cnc2sccn2c1=O | -2 | 139* | -4 | 24 | 1 | 1.9 | -5 | 0 | -10
COc1cccc(-c2csc(N3CCN(C(=S)Nc4ccccc4OC)CC3)n2)c1 | -6 | 10 | 3 | 4 | -1 | 2.8 | 2 | 2 | -6
